Screens (PubChem)
GluA2 TARP mod – modulates AMPAR-stargazin complexes. O88602+P19491. calls only at 30 µM. HEK293 GluA2+stargazin, membrane potential dye (FDSS), glutamate EC50; hits were called plate by plate, in both directions. actives 3.5% (n = 40,000);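 active means any of four per-well response measures lying three or more SD from its plate-wide compound average, in either direction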
Target sequence (O88602 whole entry, looked up): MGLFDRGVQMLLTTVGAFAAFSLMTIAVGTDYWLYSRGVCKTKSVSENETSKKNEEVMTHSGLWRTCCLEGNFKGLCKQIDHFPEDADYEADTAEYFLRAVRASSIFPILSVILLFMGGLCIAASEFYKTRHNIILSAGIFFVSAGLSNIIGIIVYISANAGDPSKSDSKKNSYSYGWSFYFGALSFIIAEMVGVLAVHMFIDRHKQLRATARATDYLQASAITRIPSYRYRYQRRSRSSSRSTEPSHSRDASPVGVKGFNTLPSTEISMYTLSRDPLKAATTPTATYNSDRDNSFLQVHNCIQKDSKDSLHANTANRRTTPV
Target sequence (P19491 whole entry, looked up): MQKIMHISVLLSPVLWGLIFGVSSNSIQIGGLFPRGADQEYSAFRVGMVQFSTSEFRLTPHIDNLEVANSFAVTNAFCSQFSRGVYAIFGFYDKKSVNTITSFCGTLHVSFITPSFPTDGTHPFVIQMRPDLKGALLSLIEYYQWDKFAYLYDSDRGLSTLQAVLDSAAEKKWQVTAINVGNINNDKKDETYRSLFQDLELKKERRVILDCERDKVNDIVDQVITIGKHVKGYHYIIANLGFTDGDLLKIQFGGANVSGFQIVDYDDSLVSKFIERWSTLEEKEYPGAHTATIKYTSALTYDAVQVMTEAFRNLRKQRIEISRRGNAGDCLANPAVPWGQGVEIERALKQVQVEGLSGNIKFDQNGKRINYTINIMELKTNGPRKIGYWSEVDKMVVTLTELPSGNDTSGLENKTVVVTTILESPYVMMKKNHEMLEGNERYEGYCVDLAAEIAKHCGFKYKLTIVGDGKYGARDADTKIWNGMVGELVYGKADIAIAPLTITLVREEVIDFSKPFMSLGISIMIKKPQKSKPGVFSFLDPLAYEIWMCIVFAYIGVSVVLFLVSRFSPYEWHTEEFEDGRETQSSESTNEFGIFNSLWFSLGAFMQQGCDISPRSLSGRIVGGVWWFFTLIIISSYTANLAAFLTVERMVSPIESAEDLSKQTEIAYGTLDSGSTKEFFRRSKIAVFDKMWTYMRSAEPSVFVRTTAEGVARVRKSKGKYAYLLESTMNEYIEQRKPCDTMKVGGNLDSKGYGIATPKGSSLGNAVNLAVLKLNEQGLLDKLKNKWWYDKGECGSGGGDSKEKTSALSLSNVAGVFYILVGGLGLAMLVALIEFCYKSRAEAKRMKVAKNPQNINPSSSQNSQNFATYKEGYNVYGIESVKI
GluA2 TARP mod agonism max-min – second read-out of GluA2 TARP mod, no call of its own (marks repeat the call); compound max-min signal; compound-alone response (agonism);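 unitless range of fluorescence divided by baseline over first 100 seconds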
GluA2 TARP mod glutamate slope – also measured in GluA2 TARP mod; calls as there; glutamate slope, % of max; measured here: glutamate response slope, % max;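 scaled per plate between vehicle wells and maximal 1 mM glutamate control wells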
Starred values were filed as active, the others as inactive; i = inactive; + = active, no number; & = joins results of further samples. These rows are one share of the data (hit frequency here may not be typical).

SMILES	GluA2 TARP mod	GluA2 TARP mod agonism max-min	GluA2 TARP mod glutamate slope
O=C(C1CCCN(c2cc(-n3cccn3)ncn2)C1)N(Cc1ccccc1)c1ccccn1 (stereo not drawn)	i	0.071	76
O=C(c1ccc2nsnc2c1)N1CCN(Cc2nc(-c3ccc(F)cc3)cs2)CC1	i	0.14	62
NS(=O)(=O)c1ccc(CCNC(=O)Cc2csc(Nc3ccc(Cl)cn3)n2)cc1	i	0.13	48
CCC(=O)Nc1ccc2c(c1)CC(=O)N2C	i	0.079	52
O=C(NC1CCCCC1)N(CCc1ccccc1)Cc1ccccn1	i	0.066	55
CCOC(=O)c1nc(NC(=O)Nc2ccc3c(c2)OCO3)sc1Cl	i	0.19	57
CN1CCC(CNS(=O)(=O)c2ccccc2Br)CC1	i	0.093	61
COc1ccc(-c2noc(Cn3cnc4c(cnn4-c4ccc(F)cc4)c3=O)n2)cc1OC	i	0.028	33
CC(C)(C)C(=O)NCCC(O)c1cccs1 (stereo not drawn)	i	0.077	59
COC(=O)CN(CCc1ccccc1)Cc1nc2c(c(=O)n(C)c(=O)n2C)n1CC(=O)OC	i	0.091	63
CCOc1ccc2nc(N3CCN(C(=O)c4ccn(C(C)C)n4)CC3)sc2c1	i	0.11	64
COc1ccc(S(=O)(=O)N2CCC(c3ccsc3)CC2)c(C)c1	i	0.086	67
COc1cccc(C(=O)Nc2ccc3c(c2)N(S(=O)(=O)c2ccccc2)CCC3)c1	i	0.12	72
CC(C)(C)NC(=O)N1CCC(CNC(=O)CCS(=O)(=O)c2ccccc2)CC1	i	0.084	52
O=C(CN1CCN(CC(=O)Nc2ccccc2Cl)CC1)Nc1ccc(Cl)c(C(F)(F)F)c1	i	0.11	35
CCn1nc(C)cc1C(=O)Nc1nc(-c2cc3ccccc3oc2=O)cs1	i	0.099	48
O=C(c1ccc(Cn2c(=S)[nH]c3ccc(Br)cc3c2=O)cc1)N1CCCCCC1	i	0.097	91
Nc1c(C(=O)NCc2ccc3c(c2)OCO3)sc(=S)n1Cc1ccco1	i	0.11	57
COc1ccc(S(=O)(=O)CC(=O)Nc2nc(-c3cc(Cl)ccc3Cl)cs2)cc1	i	0.038	41
Cn1nnnc1SCC(=O)N1CCN(Cc2nnnn2-c2ccc(F)c(F)c2)CC1	i	0.087	61
NC(=O)Cc1ccc(NC(=O)c2ccc(F)c(F)c2)cc1	i	0.085	45
Cc1ccc(OCC(O)Cn2c(NCc3ccco3)nc3c2c(=O)[nH]c(=O)n3C)cc1C (stereo not drawn)	i	0.07	66
CCS(=O)(=O)N1CCCc2ccc(NS(=O)(=O)c3cc(OC)ccc3OC)cc21	i	0.034	57
COc1cc(NC(=O)c2c(OC)cccc2OC)ccc1N1CCCCC1=O	i	0.1	60
Cc1ccccc1N1C(=O)CC(Nc2ccc(N(C)C)cc2)C1=O (stereo not drawn)	i	0.11	41
CC(C)(C)N1CC(c2nc3ccccc3n2Cc2ccccc2Cl)CC1=O (stereo not drawn)	+	0.18*	77*
O=C(c1ccccc1)C1C(=O)N(c2ccccc2)N=C1c1ccccc1 (stereo not drawn)	i	0.096	59
COc1ccc(OC)c(NC(=O)Cn2nc3ccc(SCc4ccc(Cl)cc4)nn3c2=O)c1	i	0.1	71
O=CN1CCN(S(=O)(=O)CCCOc2ccc(F)cc2)CC1	i	0.083	63
CCn1nnc2c(=O)n(CC(=O)Nc3ccc(OC)cc3)cnc21	i	0.087	49
CCOc1ccc(CC(=O)Nc2nnc(-c3ccc4c(c3)CCCC4)o2)cc1	i	0.096	58
CCN(C(=O)c1cccc(Cl)c1)C1C2CC3CC(C2)CC1C3 (stereo not drawn)	i	0.044	76
NCCS(=O)(=O)c1ccccc1	i	0.075	67
COc1cccc(C(=O)NCCS(=O)(=O)N2CCN(c3ccccc3)CC2)c1	i	0.11	70
COc1ccc(S(=O)(=O)CCC(=O)Nc2nc(-c3ccc4c(c3)OCO4)cs2)cc1	i	0.084	69
CC(C(=O)Nc1nc2ccc([N+](=O)[O-])cc2s1)N1C(=O)c2ccccc2S1(=O)=O (stereo not drawn)	i	0.12	61
Cc1ccc(O)c(C2=Nc3ccccc3N=C(c3ccco3)C2)c1	i	0.076	39
COc1ccc(Cl)cc1C(=O)NCc1nn(C)c(=O)c2ccccc12	i	0.089	49
Cc1ccc(S(=O)(=O)NCCOc2ccc(-c3ccc(F)cc3)nn2)c(C)c1	i	0.061	60
CCCCn1c(-n2nc(C)cc2C)nc2c1c(=O)n(Cc1ccc(OC)cc1)c(=O)n2C	i	0.11	70
Cc1cn2c3c(=O)n(CC(N)=O)c(=O)n(C)c3nc2n1-c1ccc(Cl)cc1	i	0.068	58
COc1ccc(CCNC(=O)N2CC3CC2C(=O)O3)cc1 (stereo not drawn)	i	0.13	52
CC(C)CN1C(=O)C(C)(C)COc2cc(NC(=O)c3ccco3)ccc21	i	0.059	50
Cn1nnc2c(N3CCN(C(=O)C4CCCCC4)CC3)ncnc21	i	0.05	41
O=C(NCc1ccco1)c1nn(-c2ccc(F)cc2)cc1OCc1ccccc1	i	0.079	54

Full records, quoted from the list:
COc1ccc(Cl)cc1C(=O)NCc1nn(C)c(=O)c2ccccc12 is listed as GluA2 TARP mod: i; GluA2 TARP mod agonism max-min: 0.089; GluA2 TARP mod glutamate slope: 49
COc1ccc(S(=O)(=O)CCC(=O)Nc2nc(-c3ccc4c(c3)OCO4)cs2)cc1 is listed as GluA2 TARP mod: i; GluA2 TARP mod agonism max-min: 0.084; GluA2 TARP mod glutamate slope: 69

Fetched one by one from above (five):
SMILES	GluA2 TARP mod	GluA2 TARP mod agonism max-min	GluA2 TARP mod glutamate slope
COc1ccc(OC)c(NC(=O)Cn2nc3ccc(SCc4ccc(Cl)cc4)nn3c2=O)c1	i	0.1	71
COc1ccc(S(=O)(=O)CC(=O)Nc2nc(-c3cc(Cl)ccc3Cl)cs2)cc1	i	0.038	41
Cc1ccccc1N1C(=O)CC(Nc2ccc(N(C)C)cc2)C1=O (stereo not drawn)	i	0.11	41
COc1cc(NC(=O)c2c(OC)cccc2OC)ccc1N1CCCCC1=O	i	0.1	60
COc1ccc(CCNC(=O)N2CC3CC2C(=O)O3)cc1 (stereo not drawn)	i	0.13	52

Further structures.
SMILES	GluA2 TARP mod	GluA2 TARP mod agonism max-min	GluA2 TARP mod glutamate slope
COCCCN1C(=O)C(C)S/C1=N/S(=O)(=O)c1ccccc1 (stereo not drawn)	i	0.079&0.031	49&108
O=C(Nc1nnc(-c2cccs2)o1)c1ccc2c(c1)CCCC2	i	0.072	56
Cc1nn(C)c(C)c1C(=O)O	i	0.12	70
COc1ccc(NC(=O)C(=O)Nc2nc3ccccc3s2)cc1N1CCCC1=O	i	0.11	50
CCOc1cc(C(=O)Nc2nnc(-c3ccc(C)c(C)c3)o2)cc(OCC)c1OCC	i	0.052	64
Cc1ccc(N2C(=O)N(Cc3ccc([N+](=O)[O-])cc3)c3ccccc3S2(=O)=O)cc1F	i	0.097	50
Cc1cc(=O)[nH]c(-n2nc(C)c(CCC(=O)NCc3cc(-c4ccccc4)on3)c2C)n1	i	0.12	48
CCn1nccc1C(=O)Nc1nc(-c2ccc(Cl)cc2Cl)cs1	i	0.11	57
NC(=O)Cn1nnn(-c2ccc(NC(=O)C3(c4ccc(Cl)cc4)CCCC3)cc2)c1=O	i	0.15	70
COc1cccc(-c2cc(C(=O)NCCCN(C)C)c3c(C)nn(C4CCS(=O)(=O)C4)c3n2)c1 (stereo not drawn)	i	0.13	44
COc1cccc(-c2nnc3ccc(OCCNC(=O)NC4CCCCC4)nn23)c1	+	0.19*	64*
CCOC(=O)N1CCN(Cc2nc3c(c(=O)n(C)c(=O)n3C)n2CC(=O)C(C)(C)C)CC1	i	0.11	64
COC(=O)c1ccc(C(=O)Nc2nnc(-c3cccs3)o2)cc1	i	0.14	58
Cc1ccc(-n2nc3c(c2NC(=O)C(=O)NCCc2ccccc2)CSC3)c(C)c1	i	0.043	71
O=C1C2C(C(=O)N1c1cccc(C(F)(F)F)c1)C1C=CC2C12CC2 (stereo not drawn)	i	0.083	30
CC(C)CCNC(=O)CCCCn1c(=O)c2ccccc2n(CC(=O)NCc2ccccc2)c1=O	+	0.083*	65*
O=C(c1cccc(-n2cnnn2)c1)N1CCC(Oc2nc3c(F)cc(F)cc3s2)CC1	i	0.13	43
Cn1cnnc1SCCNC(=O)Cn1c(-c2cnccn2)nc2ccccc21	i	0.17	55
Cc1ccc(C)c2sc(N(CCN3CCOCC3)C(=O)c3ccc4ncsc4c3)nc12	i	0.13	66
COc1ccc(S(=O)(=O)NCCN2CCN(S(=O)(=O)c3ccc(OC)c(C)c3C)CC2)c(C)c1C	i	0.084	60
Cc1ccc2nc(NC(=O)CN3CCC(c4nnc(C)s4)CC3)sc2c1	i	0.056	56
CSc1ccc(CC(=O)Nc2nc3c(Br)cccc3s2)cc1	i	0.098	53
Cc1ccc(S(=O)(=O)c2nc(-c3ccco3)oc2NCc2cccnc2)cc1	i	0.078	49
Cc1ccc(C)c(NC(=O)c2ccc(S(=O)(=O)N3CCCCC3)cc2)c1	i	0.1	63
CCN(CC)S(=O)(=O)c1ccc(C(=O)NCCc2cc3c(OC)ccc(OC)c3[nH]c2=O)cc1	i	0.1	82
COc1ccc(S(=O)(=O)N2CCC(C(=O)Nc3ccc4sc(C)nc4c3)CC2)cc1	i	0.091	54
Cc1nnsc1C(=O)Nc1nn(C)c2c1C(c1cccs1)CC(=O)N2 (stereo not drawn)	i	0.13	58
COc1ccc(-c2noc(-c3nnn(-c4ccc(C)c(F)c4)c3C)n2)cc1	i	0.089	65
CC(C)S(=O)(=O)NCC1CCN(Cc2ccccc2)CC1	i	0.061	70
CCC1S/C(=C(\C#N)C(=O)NCc2ccco2)N(c2ccc(Br)cc2)C1=O (stereo not drawn)	i	0.13	63
CSc1ccc(CC(=O)Nc2ncnc3sccc23)cc1	i	0.1	53
Cc1cc(NC(=O)Cn2nc(-c3ccccc3)ccc2=O)on1	i	0.097	96
COC(=O)c1ccccc1NC(=O)CCCn1nc(-c2ccc(F)cc2)ccc1=O	i	0.035	42
Cc1coc(C)c1C(=O)NCc1ccc(-c2ccccc2)o1	i	0.062	66
CC1CN(C(=O)COc2ccc3ccccc3c2)c2ccccc2NC1=O (stereo not drawn)	i	0.099	56
O=C(Cc1csc(Nc2cccc(Cl)c2)n1)N1CCCC1	i	0.17	88
CC(C)(C)n1nc2c(c1NC(=O)C(=O)NCc1ccco1)CS(=O)(=O)C2	i	0.085	93
Cc1cc(C)n(CCNC(=O)c2c(F)cccc2F)n1	i	0.13	52
COc1ccc2nc(-c3cccc(NC(=O)c4cccc(OC)c4OC)c3)cn2n1	i	0.02	17
O=C(Cc1ccc(NS(=O)(=O)c2cccc3ccccc23)cc1)NCc1cccs1	i	0.085	30
Cc1nnc(-c2cn(CC(=O)Nc3cccc(C(F)(F)F)c3)c3ccccc23)o1	i	0.082	53
CSc1ncccc1C(=O)NCC(O)c1cccn1C (stereo not drawn)	i	0.095	67
CCCNC(=O)C(=O)Nc1ccc(N2CCCS2(=O)=O)cc1	i	0.036	45

Part of the list above, as labelled records.
> O=C(Cc1csc(Nc2cccc(Cl)c2)n1)N1CCCC1
- GluA2 TARP mod: i
- GluA2 TARP mod agonism max-min: 0.17
- GluA2 TARP mod glutamate slope: 88
> CC(C)(C)n1nc2c(c1NC(=O)C(=O)NCc1ccco1)CS(=O)(=O)C2
- GluA2 TARP mod: i
- GluA2 TARP mod agonism max-min: 0.085
- GluA2 TARP mod glutamate slope: 93

5 entries already listed, arranged by the value under GluA2 TARP mod agonism max-min, ascending.
SMILES	GluA2 TARP mod	GluA2 TARP mod agonism max-min	GluA2 TARP mod glutamate slope
COc1ccc2nc(-c3cccc(NC(=O)c4cccc(OC)c4OC)c3)cn2n1	i	0.02	17
CC(C)(C)n1nc2c(c1NC(=O)C(=O)NCc1ccco1)CS(=O)(=O)C2	i	0.085	93
Cc1cc(NC(=O)Cn2nc(-c3ccccc3)ccc2=O)on1	i	0.097	96
CC1CN(C(=O)COc2ccc3ccccc3c2)c2ccccc2NC1=O (stereo not drawn)	i	0.099	56
O=C(Cc1csc(Nc2cccc(Cl)c2)n1)N1CCCC1	i	0.17	88
